SENP6 inh = blocks the human protease SENP6. inhibition, % at 10 µM. hit rate 1.8% among 330,000. Recombinant SENP6 catalytic domain, aminoluciferin luminescence. Q9GZR1;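 active = inhibition above about 50% at the single tested dose, limit read from the data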;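 note: plate controls were DMSO wells with enzyme for no effect and DMSO wells lacking enzyme for full effect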
Target sequence (Q9GZR1 628-1112 limits assumed): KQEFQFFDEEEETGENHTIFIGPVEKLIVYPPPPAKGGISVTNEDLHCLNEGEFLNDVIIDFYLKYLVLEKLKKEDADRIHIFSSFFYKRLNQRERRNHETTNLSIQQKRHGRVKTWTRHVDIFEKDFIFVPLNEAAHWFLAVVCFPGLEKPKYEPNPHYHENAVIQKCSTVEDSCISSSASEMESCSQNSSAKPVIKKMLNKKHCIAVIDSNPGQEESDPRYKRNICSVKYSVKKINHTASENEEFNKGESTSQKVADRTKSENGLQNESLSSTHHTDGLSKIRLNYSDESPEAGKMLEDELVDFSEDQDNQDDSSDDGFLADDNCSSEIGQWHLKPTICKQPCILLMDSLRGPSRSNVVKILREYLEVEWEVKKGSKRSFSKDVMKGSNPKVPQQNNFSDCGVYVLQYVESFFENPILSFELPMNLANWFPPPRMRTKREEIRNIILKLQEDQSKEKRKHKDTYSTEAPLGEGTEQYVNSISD
SENP8 block-1 = inhibitors of human SENP8 protease; Q96LD8; purified SENP8, Z-RLRGG-aminoluciferin cleavage, luminescence; inhibition, % at 10 µM; hit rate 1.2% among 330,000; AID 2540; in the data active = inhibition above about 50%
Target sequence (Q96LD8 whole entry, looked up): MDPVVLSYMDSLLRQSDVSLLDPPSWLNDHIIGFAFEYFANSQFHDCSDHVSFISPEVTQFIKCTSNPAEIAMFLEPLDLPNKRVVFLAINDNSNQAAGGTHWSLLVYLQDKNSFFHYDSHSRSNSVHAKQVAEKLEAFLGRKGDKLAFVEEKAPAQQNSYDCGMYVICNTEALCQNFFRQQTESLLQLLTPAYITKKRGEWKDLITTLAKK
SENP7 inh = inhibitors of human SENP7 protease; recombinant SENP7, Z-RLRGG-aminoluciferin luminescence, 40 min; Q9BQF6; hit rate 1.5% among 330,000; inhibition, % at 5 µM;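 active = inhibition above about 50% at the single test dose, limit read from the data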;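 note: plate controls were DMSO with enzyme for no effect and no enzyme buffer wells for full effect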
Target sequence (Q9BQF6 706-1050 limits assumed): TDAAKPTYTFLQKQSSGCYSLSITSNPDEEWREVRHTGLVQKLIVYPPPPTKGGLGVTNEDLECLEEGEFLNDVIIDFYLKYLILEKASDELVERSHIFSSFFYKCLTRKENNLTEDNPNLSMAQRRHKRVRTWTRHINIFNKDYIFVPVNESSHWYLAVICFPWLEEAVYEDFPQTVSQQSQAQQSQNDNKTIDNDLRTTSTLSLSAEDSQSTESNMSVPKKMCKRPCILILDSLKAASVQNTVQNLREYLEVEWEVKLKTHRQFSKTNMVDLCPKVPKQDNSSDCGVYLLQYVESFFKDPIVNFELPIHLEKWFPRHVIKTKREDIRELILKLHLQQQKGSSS
PfG6PD inh = PfG6PD (Plasmodium falciparum) enzyme inhibition; hit rate 0.78% among 350,000; PfGluPho enzyme, NADPH resazurin-diaphorase fluorescence; inhibition, % at 20 µM; AID 504690;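 active = inhibition reaching at least a set limit at 20 µM in the primary screen, cut at about 59% in these data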;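 note: 0% = DMSO wells with substrate and 100% = DMSO wells lacking glucose-6-phosphate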
SENP1 inh = blocks the human SENP1 SUMO protease catalytic domain. inhibition, % at 10 µM. hit rate 0.21% among 360,000. Q9P0U3. recombinant SENP1 catalytic domain, CyPet-SUMO1-YPet FRET cleavage. AID 624204;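 active = inhibition at least 30% at 10 µM, raw YFP signal under a set limit, fluorescence ratio 0.5 to 1.5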;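 note: 0% = enzyme with DMSO and 100% = no enzyme wells; some results filed as inactive read as strong as hits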
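Material – human SENP1 catalytic domain · Input – SENP1 enzyme, 20 pM final · Compound dosing – single concentration of 10 µM compound, 0.5% DMSO final · Timing – enzyme reaction for 50 min at room temperature, dark · Measured by – FRET fluorescence in CFP and YFP emission channels · Control set – no-enzyme wells low, DMSO-plus-enzyme wells high control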
SENP8 block-2 = SENP8 (human) protease inhibition; Q96LD8; recombinant SENP8, Nedd8 substrate fluorescence; inhibition, % at 20 µM; hit rate 0.64% among 360,000; AID 602440; in the data active = inhibition mostly above about 40%, no sharp cut-off; inactive = mostly below about 27%
Apaf1 inhib = inhibitors of human Apaf-1 apoptosome | O14727 | reconstituted apoptosome caspase-3 activity, DEVD-Rh110 fluorescence | inhibition, % at 20 µM | hit rate 0.71% among 330,000 | AID 489030; active = inhibition of at least 40% at 20 µM;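 note: plate controls were DMSO wells for no effect and DEVD-CHO caspase inhibitor wells for full effect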
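Material: reconstituted apoptosome with Apaf-1, cytochrome c, caspase-9, procaspase-3, dATP; medium: pH 7.5 Hepes buffer with CHAPS, BSA, DTT; also added: cytochrome c and DEVD-Rh110 substrate; timing: 30 min plus 50 min, RT; signal: Rh110 fluorescence intensity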
HKDC1 inh = blocks human hexokinase HKDC1 activity. inhibition, % at 20 µM. hit rate 0.16% among 340,000. Q2TB90. recombinant HKDC1, G6PDH/diaphorase resazurin coupled fluorescence;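 active = inhibition above about 35% when tested at 20 µM, limit read from the data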;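 note: plate controls were DMSO wells with enzyme for no effect and DMSO wells lacking enzyme for full effect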
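Material: recombinant HKDC1 hexokinase; Amount: HKDC1 at 5 µg/mL; Medium: Tris pH 8.0 buffer with MgCl2, Tween-20, BSA, BME; Schedule: 90 min reaction incubation at room temperature, dark; Technique: coupled resazurin fluorescence, excitation 525 nm, emission 613 nm.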
* marks the source's active call; other numbers are inactive results; nt = not tested or not shown.

SMILES	SENP6 inh	SENP8 block-1	SENP7 inh	PfG6PD inh	SENP1 inh	SENP8 block-2	Apaf1 inhib	HKDC1 inh
CC(C)Cn1c(=O)c2ccccc2n2c(SCC(=O)N3c4ccccc4CC3C)nnc12 (stereo unspecified)	2	4	8	-6	4	-11	-1	-7
O=C(c1cccc(-n2cccc2)c1)N1CCN(S(=O)(=O)c2ccccc2)CC1	-46	-3	3	nt	1	4	32	nt
CCc1ccc(OC(=O)Nc2ccccc2)cc1	86*	78*	38	-3	1	4	4	-1
CCOc1ccc(OCC)c(S(=O)(=O)N2CCOCC2)c1	0	7	-3	20	-2	9	-3	-9
O=C(NCCc1ccc(Cl)cc1Cl)c1ccc2nc[nH]c2c1	-4	-12	11	-9	0	-2	4	-4
O=C(CCc1ccc(S(=O)(=O)N2CCOCC2)cc1)N1CCN(Cc2ccc3c(c2)OCO3)CC1	11	-9	-1	-23	1	3	9	-2
CCOC(=O)CSc1nc(N2CCOCC2)c2c(c1C#N)CC(C)(C)N(C)C2	-2	1	7	-14	-65	-70	5	6
COc1ccc(/C=C/S(=O)(=O)NCc2ccccc2)cc1OC	-4	11	-1	-14	1	-17	-6	-10
CCCCOc1cccc(C(=O)Nc2ccc(S(=O)(=O)Nc3cc(C)on3)cc2)c1	-6	2	2	-9	-3	0	9	1
N#C/C(=C(/O)CCl)c1nc(-c2ccccc2)cs1	17	0	2	3	-21	1	0	4
CC(C)(C)S(=O)N1Cc2cc(=O)n(Cc3ccccc3)cc2[C@@H]1CCO (stereo partly specified)	nt	nt	nt	16	-5	-54	nt	7
CCOC(=O)N1CCN(C(=O)CN(c2ccc(C)c(C)c2)S(=O)(=O)c2ccccc2)CC1	-8	-4	-5	7	1	5	8	0
Oc1c(C=Nc2cccnc2)sc2ccccc12	78*	58*	13	1	-54	-195	12	1
CC(=O)Nc1ccc2nsnc2c1	-9	3	-2	-5	0	-315	-11	-9
CCOC(=O)Cn1nc(-c2ccc(F)cc2)oc1=O	1	0	3	-13	0	1	-3	7
CCCC(=O)c1ccc(N2CCN(C(=O)c3ccccc3Br)CC2)c(F)c1	-12	-1	-4	6	3	-4	20	-1
Cc1c(-c2cccc(Cl)c2)nc2ccccc2c1C(=O)OCC(=O)N(C)C1CCS(=O)(=O)C1 (stereo unspecified)	-6	5	8	-9	-3	7	14	-4
Cc1cc(Cl)ccc1Oc1ncnc2onc(C)c12	-3	6	5	-3	0	6	-4	-2
CC(=O)c1cccc(NC(=O)c2ccc(C)c(S(=O)(=O)N3CCOCC3)c2)c1	-20	2	5	-12	2	9	0	-5
Cc1ccc(OCCCCN2CCc3ccccc3C2)c(C)c1	5	-4	-5	0	-1	11	13	-2
COCc1nc2ccccc2n1Cc1cccc(C)c1	-28	-9	4	-13	3	4	9	-6
CCn1c(=S)sc2c(=O)n(CC(=O)Nc3ccc(OC)cc3)c(C)nc21	-15	2	12	-3	1	0	12	-3
Cc1c(NC(=O)C(C)NCC2CCCO2)c(=O)n(-c2ccccc2)n1C (stereo unspecified)	-14	-9	14	-14	-2	6	0	0
CCOc1ccc(CCNC(=O)COC(=O)c2nc3nc(C)cc(C)n3n2)cc1OCC	-21	-1	-5	-2	3	20	1	-5
COc1cccc(OC)c1OCCCOc1ccc(C)cc1Br	-17	-8	-2	4	-1	7	20	-5
CCCOc1ccc(/C=N/NC(=O)CN(c2ccc(OCC)cc2)S(C)(=O)=O)cc1	-12	-6	-10	4	0	21	15	11
COc1ccc(/C=N/NC(=O)c2cccc(NC(C)=O)c2)c(OC)c1	-2	25	-3	-6	2	-112	15	-7
COc1ccc(OC)c(NC(=O)COc2coc(CN3CCCc4ccccc43)cc2=O)c1	1	11	4	5	5	-2	22	-5
COc1ccc(-c2nn(-c3ccccc3)cc2C(=O)NCCCn2ccnc2)cc1	-10	-7	-5	-1	0	-10	6	-8
CC(NC(=O)CNC(=O)C1CCCCC1)c1ccc(S(N)(=O)=O)cc1 (stereo unspecified)	-6	-10	2	-8	0	12	-7	2
CCCCn1c(=O)[nH]c(=O)c2c1nc(-c1ccc(CC)c([N+](=O)[O-])c1)n2C	9	3	8	nt	nt	nt	-11	nt
CCN(CC)CCNC(=O)C1c2cc(OC)c(OC)cc2C(=O)N2CCc3ccccc3C12 (stereo unspecified)	-14	-12	-8	9	0	-1	9	4
COc1cc(C)ccc1OCc1cc(C(=O)NCCN2CCCC(O)C2)no1 (stereo unspecified)	-3	2	6	4	-2	6	1	-9
Fc1ccc(/C=N/Nc2nc(-c3cccnc3)nc3ccccc23)cc1	-6	0	10	15	2	-343	13	-5
COCCN(C(=O)CCC(=O)Nc1nccs1)C(C(=O)NCCC(C)C)c1ccc(OC)cc1 (stereo unspecified)	-5	-6	-1	2	1	1	4	-3
COCCN(C(=O)Cn1nnc2ccccc21)C(C(=O)NC1CCCC1)c1cccc(OC)c1OC (stereo unspecified)	-7	5	1	-28	4	-11	11	2
NC1CCN(c2c(F)cc3c(=O)c(C(=O)O)cn(C4CC4)c3c2Cl)C1 (stereo unspecified)	-9	-5	67*	-11	1	-18	-5	19
CN(C(=O)c1ccc(F)c(S(=O)(=O)N2CCOCC2)c1)C1CCCCC1	13	10	5	-1	0	10	-19	-4
CN(CC(O)COc1ccc2ccccc2c1)C1CCCCC1 (stereo unspecified)	17	3	-4	-5	-6	14	6	-6
CCc1ccc2c(c1)Sc1ccccc1CC2N1CCN(C)CC1 (stereo unspecified)	-33	5	2	-12	2	11	7	1

Profiles, quoted from the list:
NC1CCN(c2c(F)cc3c(=O)c(C(=O)O)cn(C4CC4)c3c2Cl)C1 (stereo unspecified) is listed as SENP6 inh: -9; SENP8 block-1: -5; SENP7 inh: 67*; PfG6PD inh: -11; SENP1 inh: 1; SENP8 block-2: -18; Apaf1 inhib: -5; HKDC1 inh: 19
CCOC(=O)N1CCN(C(=O)CN(c2ccc(C)c(C)c2)S(=O)(=O)c2ccccc2)CC1 is listed as SENP6 inh: -8; SENP8 block-1: -4; SENP7 inh: -5; PfG6PD inh: 7; SENP1 inh: 1; SENP8 block-2: 5; Apaf1 inhib: 8; HKDC1 inh: 0

Next structures follow.
SMILES	SENP6 inh	SENP8 block-1	SENP7 inh	PfG6PD inh	SENP1 inh	SENP8 block-2	Apaf1 inhib	HKDC1 inh
CN(C)CCCNC(=O)c1cc(C(=O)c2ccccc2F)c[nH]1	-2	7	1	-11	2	14	1	-7
COc1cccc(NC(=O)CN(C)C(=O)c2cc(S(=O)(=O)N3CCCCCC3)ccc2OC)c1	0	6	-4	-16	1	20	-4	-5
O=[N+]([O-])c1ccc(CSc2ncnc3ccccc23)cc1	5	4	0	8	-3	-9	-2	-1
COC(=O)c1c(NC(=O)c2ccc(N(C)S(=O)(=O)c3ccc(C)cc3)cc2)sc2c1CCCC2	-8	-3	3	-8	-5	-318	10	-9
CCc1ccccc1NC(=O)N[C@H](C(=O)O)C(C)CC (stereo partly specified)	7	1	14	-5	-2	16	-1	-4
O=C(c1cccc(Cl)c1)N1CCN(C2CCCCC2)CC1	-10	-7	-15	7	4	10	2	2
CCN1CCCC1CNC(=O)c1ccc2c(c1)N(Cc1cccc(Cl)c1)C(=O)c1ccccc1S2(=O)=O (stereo unspecified)	-15	-8	-3	1	1	14	23	-4
O=C(CCNC(=O)C1CCN(S(=O)(=O)c2ccc(F)cc2)CC1)NCCc1ccc(Cl)cc1	3	-8	4	-6	-1	4	-1	-3
Cc1cc2oc(C(=O)NCc3ccncc3)c(C)c2cc1C	-1	-5	2	10	0	11	5	-4
Cc1ccc(C(=O)Nc2ccccc2C(=O)N2CC3(C)CC2CC(C)(C)C3)cc1 (stereo unspecified)	-8	2	7	1	1	9	25	4
Cc1ccnc(NC(=O)CCCc2c[nH]c3ccccc23)c1	-17	-7	8	2	2	7	8	-8
CC1=CC(=C2C(=O)c3ccccc3C2=O)C=C(C)N1Cc1ccco1	20	-4	-2	22	37*	16	8	0
Cc1ccc(C)c(Cn2c(CN(C)Cc3ccccc3)nc3c2c(=O)n(C)c(=O)n3C)c1	-21	-2	-1	-15	4	-5	16	4
CCCCn1c(N)c(N(CC)C(=O)c2cc(OC)cc(OC)c2)c(=O)[nH]c1=O	2	-4	6	13	-3	5	-1	0
CS(=O)(=O)N(CC(=O)O)c1cccc(Cl)c1	-5	-4	-1	7	3	6	-2	-5
c1ccc(CCNc2c3c(nc4ncnn24)CCC3)cc1	-8	4	3	11	4	14	0	-8
CCOc1ccc(-n2c(SC(C)C)nc3c(c2=O)SCC3)cc1	-4	-10	-6	5	1	-2	24	5
CC(=O)NC1C(c2nc3ccccc3s2)=C(c2ccccc2)C(=O)N1c1ccc(C)cc1 (stereo unspecified)	10	-4	-1	-4	0	7	17	4
COc1cc2c(cc1NC(=O)C(C)Sc1cccc[n+]1[O-])oc1ccccc12 (stereo unspecified)	-3	-3	8	50	-18	-10	12	11
COc1ccc(C(=O)NC2CCc3ccccc32)cc1OC1CCN(C(C)C)CC1 (stereo unspecified)	9	-1	-3	0	-11	-1	6	-6

Not a retest: an excerpt of the list.
SMILES	SENP6 inh	SENP8 block-1	SENP7 inh	PfG6PD inh	SENP1 inh	SENP8 block-2	Apaf1 inhib	HKDC1 inh
COc1cc2c(cc1NC(=O)C(C)Sc1cccc[n+]1[O-])oc1ccccc12 (stereo unspecified)	-3	-3	8	50	-18	-10	12	11
COc1ccc(C(=O)NC2CCc3ccccc32)cc1OC1CCN(C(C)C)CC1 (stereo unspecified)	9	-1	-3	0	-11	-1	6	-6

Later entries:
SMILES	SENP6 inh	SENP8 block-1	SENP7 inh	PfG6PD inh	SENP1 inh	SENP8 block-2	Apaf1 inhib	HKDC1 inh
Nc1nc(CN2CCN(c3ccccn3)CC2)nc(Nc2ccc(Cl)cc2)n1	3	2	-2	11	-15	-11	10	2
O=C(COc1cccc(Br)c1)N/N=C1\CCCc2ccccc21	-29	-23	4	-8	1	19	2	-4
Cc1cc(C(=O)NC2CC(C)(C)Cc3c2cnn3-c2ccccc2)n(C)n1 (stereo unspecified)	-22	4	-4	11	0	3	-19	2
COC(=O)c1ccc(N2CCN(S(=O)(=O)c3ccc(C)cc3)CC2)c([N+](=O)[O-])c1	-6	-6	9	-1	0	36	17	1
O=C(CNc1ccc2c(c1)OCO2)N/N=C\c1ccccc1Cl	7	3	6	38	-15	61*	-6	4
COc1cc2c(cc1OC)[C@@H](NC(=O)C(C)C)[C@H](O)C2	nt	nt	8	-5	2	4	6	6
COc1ccc2nc(SC(C)C(=O)NC3CCCCC3)[nH]c2c1 (stereo unspecified)	-9	14	1	4	2	0	0	-3
COc1ccccc1Nc1ncnc2c1oc1ccccc12	-10	-5	-3	4	1	-265	9	-4
Nc1ccc(O)c(-c2nc3ccccc3s2)c1	18	5	2	10	-26	-34	22	-1
COc1cccc(C(=O)NCCS(=O)(=O)NCc2cccnc2)c1	-4	6	-3	0	1	-1	0	-4
CCOC(=O)C1CCCN(S(=O)(=O)c2cnc(Cl)c(Br)c2)C1 (stereo unspecified)	-3	-6	-5	-7	2	12	21	-2
COc1ccccc1S(=O)(=O)Cc1ccc(C(=O)NC2CCCCC2)o1	4	1	0	6	2	18	-2	-7
CN(C)S(=O)(=O)c1cccc(NC(=S)NC2CCCCC2)c1	-14	7	9	16	2	15	-7	-3
COc1ccc(Cl)cc1NC(=S)NC(=O)c1ccc2c(c1)OCO2	-7	2	2	-6	2	6	13	4
O=C(NC(=S)Nc1ccc(NC(=O)c2ccco2)cc1)c1ccccc1	-11	-4	-5	12	3	18	-11	-4
O=C(CSc1ccc(-c2ccccn2)nn1)Nc1cccc(F)c1	-5	-3	-2	2	0	16	16	7

Screening data deposited in PubChem by Sanford-Burnham Center for Chemical Genomics.
